High-throughput results deposited in PubChem by several laboratories.
m5-HT2A agonist = activates the mouse 5-HT2A serotonin receptor | CHO-K1 mHTR2A beta-arrestin complementation, luminescence; percent of 30 µM serotonin response | AID 624169 | activation, % at 7.6 µM | actives 0.66% (n = 360,000) | P35363;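 active = activation above a run cutoff, the mean activation of all tested compounds plus 3 SD, cut at about 14% in these data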;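 note: 0% = plate median of compound wells and 100% = 30 µM serotonin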
Target sequence (P35363 whole entry, looked up): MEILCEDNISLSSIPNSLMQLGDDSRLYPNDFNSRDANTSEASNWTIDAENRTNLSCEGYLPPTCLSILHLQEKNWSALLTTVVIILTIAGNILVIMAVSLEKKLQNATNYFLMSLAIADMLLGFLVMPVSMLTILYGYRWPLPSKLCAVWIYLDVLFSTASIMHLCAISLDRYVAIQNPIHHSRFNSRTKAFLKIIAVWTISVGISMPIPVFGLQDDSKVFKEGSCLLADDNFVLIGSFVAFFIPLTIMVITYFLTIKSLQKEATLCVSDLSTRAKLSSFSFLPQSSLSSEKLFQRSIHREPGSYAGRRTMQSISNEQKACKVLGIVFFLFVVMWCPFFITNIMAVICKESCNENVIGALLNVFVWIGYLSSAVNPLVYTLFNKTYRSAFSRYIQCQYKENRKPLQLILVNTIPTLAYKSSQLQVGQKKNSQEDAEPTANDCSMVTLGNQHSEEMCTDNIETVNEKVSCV
N-glyco inh = blocks N-linked glycosylation in D54 reporter cells; actives 0.23% (n = 360,000); D54 ERlucT glycosylation luciferase reporter, 24 h; percent of 100 nM tunicamycin response; reporter increase, % at 12.5 µM;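 active = mean luciferase reporter signal, scaled so untreated is 0 and the glycosylation-blocking control 100, at or above a set limit in every replicate; inconclusive = mean reaches the limit but not every replicate does; inactive = mean below the limit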;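 note: luciferase carries N-glycosylation sites so blocking glycosylation raises the light; 0% = median of neutral control wells and 100% = median of 100 nM tunicamycin wells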
Cardio protect = protects H9c2 cardiomyocytes from peroxide injury | H2O2 injury protection, ATPLite, 2 h | protection from H2O2 cell death, % at 20 µM | actives 0.63% (n = 360,000);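 active = compounds giving at least 50% protection of heart cells from peroxide-induced death in the single-dose screen, raw or plate-pattern-corrected value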;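 note: 0% = DMSO wells with peroxide and 100% = DMSO wells without peroxide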
MC4R antag cAMP = blocks human MC4R cAMP signaling | MC4R-expressing cells, MTII-stimulated cAMP, LANCE TR-FRET | inhibition, % at 6.5 µM | P32245 | AID 540295 | actives 0.48% (n = 360,000);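 active = inhibition above its plate's cutoff, the mean of tested wells on that plate plus 3 SD, cut at about 29% in these data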;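 note: 0% = Melanotan II alone and 100% = Melanotan II plus saturating MCL0020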
Target sequence (P32245 whole entry, looked up): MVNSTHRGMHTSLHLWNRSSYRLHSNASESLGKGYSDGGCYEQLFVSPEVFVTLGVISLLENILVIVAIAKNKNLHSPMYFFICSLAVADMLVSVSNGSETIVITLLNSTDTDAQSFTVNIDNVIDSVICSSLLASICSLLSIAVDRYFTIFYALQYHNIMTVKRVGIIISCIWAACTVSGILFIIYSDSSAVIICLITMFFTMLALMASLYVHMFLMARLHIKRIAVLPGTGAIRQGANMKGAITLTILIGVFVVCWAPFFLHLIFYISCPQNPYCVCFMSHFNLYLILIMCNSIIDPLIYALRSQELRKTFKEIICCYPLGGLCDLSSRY
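System: U2OS cells stably expressing human melanocortin 4 receptor (MC4R). Reagent: Melanotan II challenge after compound preincubation. Doses: 6.5 µM. Times: 30-min compound, 1-h challenge, 1-h detection, room temperature. Measured by: TR-FRET with Eu-cAMP and labeled anti-cAMP, 671 nm. Replicates: singlicate.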
aDG glyco act = alpha-DG glycosylation activation. actives 0.22% (n = 360,000). activation, % at 10 µM. Pro5-aDG cells, alpha-DG glycosylation AlphaScreen (IIH6); 0% Pro5, 100% B10-LARGE cell signal. AID 624168;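 active = activation of at least 8% versus controls, or a plate z-score of at least 8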;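 note: Pro5 are CHO cells carrying HIG-tagged alpha-DG that lacks glycosylation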
CaV13 FRET inh = Disruptors of the CACNA1D IQ motif to Ca2+-dependent inactivation inhibitor domain association, primary screening, Förster resonance energy transfer in intact living … | HEK cells, CFP/YFP FRET ICDI-IQ, plate reader, 10 min; percent FRET-ratio fall versus neutral wells | actives 0.098% (n = 340,000) | inhibition, % at 12.3 µM | AID 743397;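 active = mean replicate inhibition of at least 30% and at least 1% of replicates passing that level; inconclusive = only one of the two criteria is met; inactive = neither criterion is met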;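 note: 0% = median of the neutral control wells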
ABCB6 inh 2 = human ABCB6 transporter inhibition; K562-ABCB6 porphyrin accumulation, flow cytometry, 1 h; hits give low values; fluorescence ratio to DMSO, % at 10 µM; actives 0.19% (n = 360,000);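 active = fluorescence ratio to DMSO below 75%, the collection mean minus 3 SD; inconclusive = too few cells collected in the well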;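 note: signal is porphyrin accumulated inside mitochondria; 100% equals median channel fluorescence of DMSO control wells; lower ratio means ABCB6 inhibition with less porphyrin fluorescence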
Vif inh = HIV Vif inhibition | HEK293T cells, Vif self-association by quenched fluorescence, imaging, 24 h | inhibition, % at 7.49 µM | actives 0.35% (n = 340,000); in the data active = inhibition above about 50%, passing the limit was not always enough; inconclusive = no clear call, values can overlap the other calls; inactive = below about 31%; note: some results filed as inactive read as strong as hits
PDI inh = inhibitors of human protein disulfide isomerase | inhibition, % at 10 µM | actives 0.052% (n = 350,000) | P07237 | PDI insulin aggregation turbidity, A650, 90 min | AID 588391;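 active = mean inhibition across replicates of 30% or more, whatever share of single replicates reach that level; inconclusive = mean inhibition below 30% while every single replicate reaches 30%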;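 note: absorbance from insulin aggregation driven by PDI reduction with DTT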
MC4R barr agon = activates human MC4R beta-arrestin recruitment; U2OS MC4R beta-arrestin complementation, luminescence; percent of melanotan II response, DMSO zero; activation, % at 8.9 µM; actives 0.98% (n = 360,000); AID 540308;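 active = activation above a per-plate cutoff, the mean activation of sample wells on that plate plus 3 SD, cut at about 8% in these data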
Starred values were filed as active, the others as inactive; ? = inconclusive; / = no result given.

SMILES	m5-HT2A agonist	N-glyco inh	Cardio protect	MC4R antag cAMP	aDG glyco act	CaV13 FRET inh	ABCB6 inh 2	Vif inh	PDI inh	MC4R barr agon
Cc1cc(C=C2C(=O)c3ccccc3C2=O)c(C)n1-c1ccccc1	1	-17	-16	12	0.5	-11	102	-7	0	-2.4
COc1cc(NC(=O)c2ccc3c(c2)OCO3)c2ncccc2c1	5	1	-8	8	0.0	/	87	35	-1	10*
CCn1cc(C(=O)N[C@@H](C)C(=O)NCCCO)c(=O)c2cc3c(cc21)OCO3	-4	0	-1	0	0.0	-19	98	22	7	-1.1
COc1ccc(OC)c(N(CC(=O)NC2CC3CCC2C3)S(=O)(=O)c2ccccc2)c1 (configuration not stated)	8	-4	-3	11	0.2	-5	102	-2	2	-1.2
CC(=O)Nc1c2c(nn1-c1ccc(C)cc1C)CSC2	1	0	8	-8	-0.1	-9	105	-5	-16	0.9
Cc1ccccc1NC(=O)Cn1nnc2c(cnn2-c2ccc(F)cc2)c1=O	3	1	4	-7	-0.1	-8	95	/	5	4.3
CCN1CCN(c2ccc(S(=O)(=O)N3CCCCC3)cc2NC(=O)c2ccc(C)c(C)c2)CC1	-8	-8	2	10	0.4	-2	95	-3	-6	-0.9
CCN(CC)C(=O)[C@H]1C[C@H](CC(=O)NCc2ccc(OC)c(OC)c2)C(=O)N2CCc3c([nH]c4cc(CCC(=O)N(C)C)ccc34)[C@]12C	-1	1	6	6	0.3	-6	108	3	6	-0.6
O=C(Nc1ccccc1N1CCCC1)c1ccc([N+](=O)[O-])cc1Cl	3	1	-7	13	-0.1	0	106	6	-5	0.2
NS(=O)(=O)c1ccc(CCNC(=O)C2CCCCC2)cc1	1	1	3	7	0.0	-3	101	4	2	-3.0
O=C(O)c1ccccc1C(=O)OC1CCCC2CCCC21 (configuration not stated)	-1	1	1	3	0.0	-5	101	2	5	0.5
CN(CC(=O)NCCCn1ccnc1)S(=O)(=O)c1ccc(Cl)cc1	1	0	2	-1	0.3	-5	98	-1	-6	-1.0
O=C(Cc1cccc(NC(=O)C2CCN(C(=O)C3CCC3)CC2)c1)Nc1cccc(C(=O)N2CCCC2)c1	0	0	1	7	0.2	-5	98	-4	1	-2.6
COc1ccc(-c2cn[nH]c2-c2ccc(OCc3ccc([N+](=O)[O-])cc3)cc2O)cc1	10	-14	-3	4	0.4	-4	97	-17	0	-0.9
Cc1ccccc1OCc1nnc(SCC(=O)O)n1-c1ccccc1	2	4	-3	-1	-0.1	-22	96	0	4	2.6
Cc1ccc(-c2nc(=S)c3c(n2Cc2ccco2)CC(C)(C)OC3)cc1	0	6	1	24	0.4	/	100	-13	-18	-0.3
N#CCCN(C(=O)COC(=O)c1ccc(S(=O)(=O)N2CCOCC2)cc1)c1ccccc1	5	-1	-2	10	0.0	-4	101	-6	-2	0.4
CCOC(=O)c1cnc2c(C)cc(Cl)cc2c1N1CCN(C)CC1	-3	2	2	-1	0.1	-18	87	5	6	-1.6
CC(C(=O)Nc1ccccc1C(F)(F)F)N1CCN(C)CC1 (configuration not stated)	1	1	7	1	0.1	-8	91	2	5	-1.3
S=C(NCCc1ccccc1)N1CCCC1	-1	-1	-1	4	-0.1	3	101	8	-3	-1.4

An excerpt from the list above:
SMILES	m5-HT2A agonist	N-glyco inh	Cardio protect	MC4R antag cAMP	aDG glyco act	CaV13 FRET inh	ABCB6 inh 2	Vif inh	PDI inh	MC4R barr agon
CC(C(=O)Nc1ccccc1C(F)(F)F)N1CCN(C)CC1 (configuration not stated)	1	1	7	1	0.1	-8	91	2	5	-1.3
S=C(NCCc1ccccc1)N1CCCC1	-1	-1	-1	4	-0.1	3	101	8	-3	-1.4

Later entries
SMILES	m5-HT2A agonist	N-glyco inh	Cardio protect	MC4R antag cAMP	aDG glyco act	CaV13 FRET inh	ABCB6 inh 2	Vif inh	PDI inh	MC4R barr agon
CCS(=O)(=O)NCC(c1cccnc1)N1CCN(c2ccc(OC)cc2)CC1 (configuration not stated)	1	2	9	8	-0.1	4	108	4	-1	-2.3
C/C(N)=C(/C#N)C(=O)COC(=O)c1ccccc1C(=O)c1ccc(C)cc1	3	0	-1	2	-0.1	2	98	7	-1	0.5
O=C(c1ccncc1)N1CCN(C(=O)c2ccco2)CC1	11	0	-3	4	-0.1	-4	102	4	10	-1.8
CN(Cc1c(F)cccc1Cl)C(=O)CCc1c[nH]c2ccccc12	2	2	-7	29*	-0.1	-2	95	-5	5	-2.3
CC1(C)CC(NS(=O)(=O)c2ccc(Cl)cc2)CC(C)(C)N1	0	-1	2	5	-0.1	-3	99	1	6	0.2
Oc1ccc2ccccc2c1CN1CCOCC1	2	1	0	-12	0.0	-4	99	-2	8	-2.2
COc1ccc(S(=O)(=O)N2CCCCCC2)cc1C(=O)N(C)Cc1ccc(C)cc1	-5	-5	0	10	-0.1	-7	103	-4	-3	-2.5
O=C(Nc1nnc(-c2ccco2)o1)c1ccc(S(=O)(=O)N2CCCCC2)cc1	12	1	17	13	0.1	-12	101	-4	2	-0.6
c1ccc(N2CCN(c3ccccc3)C2c2cccs2)cc1	-2	2	6	10	-0.2	-5	101	5	-8	2.3
COc1ccccc1CNC(=O)COC(=O)c1ccc(S(=O)(=O)N2CCCCC2)cc1	1	0	-4	4	0.6	-5	95	5	1	1.8
Brc1c(CSc2nncn2-c2ccccc2)nc2sccn12	1	1	-1	11	-0.3	-5	99	-4	6	-1.4
O=C(NCc1ccccc1)C(=O)NCC1CCCN1S(=O)(=O)c1cccs1 (configuration not stated)	5	-1	5	4	0.0	-6	98	0	-1	0.0
COc1cc(OC)nc(Nc2nc(C(N)CCc3ccccc3)cs2)n1 (configuration not stated)	-3	1	9	0	0.5	-9	93	17	-3	7.3
CC1CCCCC1NC(=O)CSCC(=O)O (configuration not stated)	-3	3	-2	15	-0.1	-8	98	-4	-9	-1.1
CCC(C)c1ccc(C(C)NC(=S)NCc2ccc(F)cc2)cc1 (configuration not stated)	2	-8	-22	3	1.0	/	95	-7	9	1.3
CCc1cccc(NC(=O)COC(=O)c2cc(=O)c3ccccc3o2)c1	4	1	-1	4	-0.1	-5	101	3	14	-2.1
CN(C)CCCNc1nc(N)c([N+](=O)[O-])c(NC2CCCCC2)n1	-7	4	9	5	-0.1	-4	99	18	3	-0.6
CCOc1ccc(-c2cnc(NCc3cccc4ccccc34)n2CCOC)cc1	-12	-1	-12	-1	0.6	-5	85	-3	-8	-1.3
CC(NS(C)(=O)=O)C(c1cccs1)N1CCN(Cc2ccccc2)CC1 (configuration not stated)	5	-1	0	10	0.0	-4	98	-5	/	0.4
CC(C)(C)NC(=O)C(=O)N/N=C/c1cccs1	-3	-1	-5	-5	0.2	-6	95	0	-3	-0.5
Nc1scc[n+]1Cc1cccc2cccnc12	-4	2	-1	4	1.9*	1	99	3	7	-0.1
CN1CCN(C(=O)CSc2ccc(C(F)(F)F)cc2[N+](=O)[O-])CC1	13	0	1	10	0.0	-4	99	3	-6	-2.0
O=C1CSC(=Nc2cccc(Cl)c2Cl)N1	0	0	-3	-3	-0.1	-5	104	?	-3	1.8
CCOC(=O)c1ccccc1NC(=O)CSc1nnc(COc2ccccc2)n1CC	-1	-4	1	3	0.4	-6	88	0	2	-0.3
Cc1ccc(Cl)cc1NC(=O)CC1NC2CCCCC2NC1=O (configuration not stated)	0	2	2	-1	0.4	6	97	-19	2	-0.9
CN1CCCC(OC(=O)c2cc(Br)ccc2Cl)C1 (configuration not stated)	0	-4	17	-1	-0.1	/	101	-54	-6	-1.2
Nc1nc(SCC(=O)c2ccc(Cl)cc2)c2ncn(C3OC(CO)C(O)C3O)c2n1 (configuration not stated)	-1	1	0	5	0.2	-6	119	10	0	-1.2
Cc1nc2cc(NC(=O)C3(C)CCCN(C(C)C)C3)ccc2o1 (configuration not stated)	0	1	-4	3	-0.1	-11	98	2	12	2.6
Fc1ccc(NCc2n[nH]c(=S)n2Cc2ccccc2)cc1	-1	0	4	11	-0.3	-5	99	62*	4	-3.6
CS(=O)(=O)N1CCCCC1c1cc(C(=O)Nc2ccccc2Cl)no1 (configuration not stated)	-2	-1	-2	-7	-0.2	-5	102	1	1	0.7
Cc1nn(CC(=O)c2ccc(Cl)s2)c(C)c1[N+](=O)[O-]	1	0	-2	-3	-0.1	-4	86	0	2	-0.8
c1ccc(CSc2ccc(-c3cccs3)nn2)cc1	-1	-7	-20	-4	0.4	-7	100	-1	-2	7.5
Cc1ccc(C)c(N2CCN(c3ccncc3N)CC2)c1	-7	-6	-5	-1	0.2	-3	97	-9	-2	1.4
COc1ccc(CCNC(=O)C2CC=CCC2C(=O)O)cc1 (configuration not stated)	1	2	-5	5	0.0	-8	94	-2	8	-3.0
O=C(COC(=O)c1ccccc1Br)Nc1cccnc1Cl	5	1	14	5	0.2	-2	99	0	3	-1.6
Cc1noc(C)c1COc1ccccc1C(=O)NCCc1ccc(F)cc1	-4	-3	2	1	-0.3	-6	95	8	0	-2.2
O=C(COC(=O)c1ccccc1O)Nc1ccc(S(=O)(=O)N2CCCCC2)cc1	-1	1	-11	2	-0.3	7	91	-1	-3	1.0
O=C(Oc1cccnc1)c1ccc(Cl)c(Cl)c1	-1	0	3	-3	0.2	-6	94	1	-2	-1.8
CCOC(=O)C1(CC2CC2)CCN(C(=O)c2ocnc2C)CC1	1	0	-9	3	0.3	-4	92	-1	3	-1.1
Cc1ccc(NC(=O)CCn2c(=S)oc3ccccc32)cc1	4	0	3	5	0.7	-8	95	2	-1	0.0
Cc1sc(NC(=O)c2ccco2)nc1-c1ccc2c(c1)CC(C)N2C(=O)C1CC1 (configuration not stated)	4	5	13	-6	-0.1	-8	101	-3	0	1.0
CCOC(=O)C1=C(CNC2CCCCC2)NC(=O)NC1c1cc(C)ccc1C (configuration not stated)	-2	-3	9	3	1.7	-3	100	/	1	0.4
COc1ccccc1CNC(=O)[C@H](C)NC(=O)C1CCN(C(=O)[C@@H](N)CCSC)CC1	1	-1	4	-1	0.0	/	101	0	/	1.1
Nc1nonc1OCCN1CCN(c2ccc([N+](=O)[O-])c3cccnc23)CC1	-4	2	-5	5	-0.2	-20	93	-2	7	-1.0
COc1ccc(NC(=O)CNCc2cccs2)c(OC)c1	8	0	0	2	0.3	-7	97	-6	-15	-1.7
Cc1cc(C(=O)NNC(=O)c2ccc(Cl)cc2)c2ccccc2n1	8	-1	8	1	-0.1	-2	86	12	4	-4.0
O=C(CCS(=O)(=O)c1cccc2nonc12)Nc1ccc(Br)cc1	-7	-1	0	1	-0.1	-2	171	-2	-2	-2.5
O=C(Nc1nnc(Cc2ccc(F)cc2)s1)Nc1ccccc1F	7	0	-6	-1	-0.1	-5	112	0	18	2.0
COc1ccc(CN2CCCCC2C)cc1C (configuration not stated)	3	2	-5	2	-0.1	/	/	30	-16	-1.3
